Screens: PubChem, several laboratories
RGS7-Gao: RGS7-Galphao binding modulators, primary screen, biochemical, multiplexed bead flow cytometry; Guanine nucleotide-binding protein G(o) subunit alpha (Homo sapiens), P09471; actives lie on both sides; binding response (% of control), % at 10 µM; actives 0.35% (n = 220,000); in the data active = binding response below about 49% or above about 150%; inconclusive = no clear call, values can overlap the other calls; inactive = in between;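 note: fluorescent Galphao held in activated GDP-AlF4 state binding bead-coupled RGS7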
Target sequence (P09471 whole entry, looked up): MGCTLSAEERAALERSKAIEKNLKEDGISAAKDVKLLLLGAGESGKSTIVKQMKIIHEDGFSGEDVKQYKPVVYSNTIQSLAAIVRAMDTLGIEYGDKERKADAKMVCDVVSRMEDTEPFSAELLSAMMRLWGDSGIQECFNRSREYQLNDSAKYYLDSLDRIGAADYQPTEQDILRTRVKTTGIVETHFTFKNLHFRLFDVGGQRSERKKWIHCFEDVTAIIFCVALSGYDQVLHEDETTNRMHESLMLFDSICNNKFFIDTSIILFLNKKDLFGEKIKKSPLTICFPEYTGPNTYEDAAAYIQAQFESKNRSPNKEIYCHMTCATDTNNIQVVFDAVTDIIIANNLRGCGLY
RGS8-Gao: RGS8-Galphao binding modulators, primary screen, biochemical, multiplexed bead flow cytometry; response (percent of control binding), % at 10 µM; Guanine nucleotide-binding protein G(o) subunit alpha (Homo sapiens), P09471; actives lie on both sides; actives 0.34% (n = 220,000); in the data active = response below about 60% or above about 140%; inactive = in between;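 note: Galphao activated as the GDP aluminium fluoride complex binding bead-coupled RGS8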
Mcl1-Bid inh: Mcl-1/Bid binding inhibitors, primary screen, biochemical, TR-FRET, 1536-well; Induced myeloid leukemia cell differentiation protein Mcl-1 (Homo sapiens), Q07820; TR-FRET Mcl-1/Bid-Dy647 peptide binding; inhibition, % at 21.7 µM; actives 0.97% (n = 220,000); AID 1021, 2008;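 active = compounds that cut the binding signal by more than half at the single screening dose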;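 note: His-tagged Mcl-1 with europium anti-His antibody binding Bid BH3 peptide; 0% = Mcl-1 plus peptide wells and 100% = peptide-only wells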
Target sequence (Q07820 whole entry, looked up): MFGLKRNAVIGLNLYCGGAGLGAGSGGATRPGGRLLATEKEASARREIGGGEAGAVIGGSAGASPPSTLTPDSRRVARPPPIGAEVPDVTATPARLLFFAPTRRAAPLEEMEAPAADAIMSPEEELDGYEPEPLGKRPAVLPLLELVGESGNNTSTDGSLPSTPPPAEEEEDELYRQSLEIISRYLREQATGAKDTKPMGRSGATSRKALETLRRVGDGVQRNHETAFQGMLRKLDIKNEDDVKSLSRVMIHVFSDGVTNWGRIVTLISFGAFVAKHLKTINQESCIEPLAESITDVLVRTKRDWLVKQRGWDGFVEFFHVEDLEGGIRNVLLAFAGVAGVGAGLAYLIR
RGS4-Gao reg: modulators of RGS4 binding to Galphao, primary screen, biochemical, multiplexed bead flow cytometry. Guanine nucleotide-binding protein G(o) subunit alpha (Homo sapiens), P09471. AID 1415, 2008. binding response (% of control), % at 10 µM. actives 0.33% (n = 220,000). actives lie on both sides; in the data active = binding response below about 49% or above about 150%; inactive = in between;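 note: fluorescent Galphao activated with aluminum fluoride binding bead-coupled RGS4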
* = called active by the depositor; ? = inconclusive; & = joins results of further samples.

SMILES | RGS7-Gao | RGS8-Gao | Mcl1-Bid inh | RGS4-Gao reg
COc1cc2c(c(OC)c1OC)-c1c(cc3c(c1OC)OCO3)C1OC2[C@@H](C)[C@H]1C (stereo not given in full) | ? | 102.8 | -22.5 | 103.9
CCOC(=O)Cn1cc(C#N)c(=O)[nH]c1=O | ? | 99.8 | -19.5 | 98.1
COc1cc(NCc2ccccc2O)c2ncccc2c1 | ? | 103.1 | -16.4 | 102.4
Cc1cc(C(=O)Nc2ccccc2N2CCCCC2)no1 | ? | 100.1 | -20.3 | 96.4
COc1ccc2[nH]c(C(=O)Nc3ccc4c(c3)OCO4)cc2c1 | ? | 101.3 | -19.6 | 101.7
CCCCC[n+]1ccn(C2=C([O-])c3ccccc3C(=O)/C2=N\S(=O)(=O)c2ccc(Cl)cc2)c1 | ? | 100.8 | -21.8 | 96.7
Cc1cc(-c2n[nH]c(=S)n2/N=C/C=C/c2ccco2)n[nH]1 | ? | 97.6 | -47.1 | 95.8
Cc1cc(/C=C2\NC(=O)NC2=O)c(C)n1-c1cccnc1 | ? | 97.6 | -126.8 | 100.5
Cn1cnnc1SCC(=O)NN1C(=O)NC(C)(c2ccccc2)C1=O (stereo not given) | ? | 98.3 | -3.4 | 98.5
Cc1nn(-c2ccccc2)nc1CNS(C)(=O)=O | ? | 101.1 | -17.7 | 101.8
CCS(=O)(=O)c1ccc(O)c(NC(=O)NC2CCCCC2)c1 | ? | 98.0 | -148.8 | 100.5
Cc1ccc(NC(=S)N(CCN(C)C)C(C)c2ccco2)cc1Cl (stereo not given) | ? | 101.2 | -117.0 | 95.0
Cc1cc(C(=O)N2CCN(c3ncccc3C#N)CC2)no1 | ? | 102.3 | 1.0 | 103.7
O=C1/C(=C/C=C/c2ccccc2)Oc2c1ccc(O)c2CN1CCN(CCO)CC1 | ? | 97.0 | -23.3 | 85.4
O=C(O)c1ccc(/C=N/NC(=O)c2ccc(F)cc2)cc1 | ? | 102.8 | -30.6 | 104.0
CCCc1nnc(NC(=O)CCC(=O)N2CCN(S(=O)(=O)c3ccc(C)cc3)CC2)s1 | ? | 103.6 | 7.8 | 105.6
CC1(/[N+]([O-])=C/c2cccc(Cl)c2)CCCCC1=O (stereo not given) | ? | 103.0 | -44.7 | 104.7
CC(C)(CN1CCN(C(c2ccccc2)c2ccccc2)CC1)NS(=O)(=O)c1ccccc1 | ? | 103.1 | -24.2 | 100.4
O=C(NCc1ccco1)/C(=C\c1ccco1)NC(=O)c1ccco1 | ? | 99.6 | -49.8 | 99.5
Cc1cc(C)nc(N/N=C/c2ccccc2Cl)n1 | ? | 95.0 | 1.8 | 92.3
Cn1c(=NC(=O)C(C)(C)C)sc2cccc(F)c21 | ? | 98.8 | -18.2 | 95.2
Cc1ccccc1Nc1c(-c2ccc(N3CCOCC3)cc2)nc2cnccn12 | ? | 98.7 | -60.5 | 100.6
O=c1c(N2CCOCC2)c(N2CCOCC2)c1=O | ? | 94.9 | -21.7 | 91.6
COc1ccc(C2CC(O)(c3ccccc3)Oc3c(C)ccc(C)c32)cc1 (stereo not given) | ? | 103.3 | -23.8 | 104.2
CCOC(=O)C1CCN(S(=O)(=O)c2ccc(NC(C)=O)c(Cl)c2)CC1 | ? | 103.0 | -10.5 | 103.0
The list continues.
SMILES | RGS7-Gao | RGS8-Gao | Mcl1-Bid inh | RGS4-Gao reg
CC(C)OC(=O)CSc1nnc(-c2ccccn2)n1N | ? | 96.7 | -20.0 | 99.3
C#CCOCCOCCOCCNc1nc(N2CCN(C(=O)[C@H](Cc3cc4ccccc4[nH]3)n3cc([C@@H](N)Cc4ccc(O)cc4)nn3)CC2)nc(N2CCN(C(=O)[C@H](Cc3cc4ccccc4[nH]3)n3cc([C@@H](N)CC(C)C)nn3)CC2)n1 | ? | 108.7 | 20.5 | 101.5
COC(=O)c1ccc(S(=O)(=O)N2CCC(O)CC2)n1C | ? | 103.1 | 3.7 | 102.0
S=c1[nH]nc(-c2ccco2)n1/N=C/c1c(Cl)cccc1Cl | ? | 105.1 | -51.4 | 103.0
NC(=O)c1nc(-c2ccco2)nc2c1[nH]c(=O)n2-c1ccc(Cl)c(Cl)c1 | ? | 99.5 | 41.4 | 95.5
COc1cc([N+](=O)[O-])cc(/C=N/NC(=O)Cn2nc(C)cc2C)c1O | ? | 97.6 | -65.5 | 98.4
C/C=C\C(=O)Nc1cccc(C2=NOC3(C2)C[C@@H](C(N)=O)N(C(=O)C2(C)CC2)C3)c1 (stereo not given in full) | ? | 96.8 | -32.3 | 95.5
O=C(O)C(Cc1c[nH]c2ccccc12)N1C(=O)c2ccccc2C1=O (stereo not given) | ? | 104.0&99.9 | -98.0&-20.4 | 99.4&94.4
Cc1ccc(/C=C2\SC(=S)N(CCC(=O)NNC(=O)c3ccncc3)C2=O)cc1 | ? | 98.7 | -12.9 | 98.5
CC(=C/c1ccc(C(C)C)cc1)/C=N/NC(=O)Cn1nnnc1N | ? | 104.2 | -10.8 | 101.0
CCN(CC)C(=O)CC(c1cc(OC)c(OC)c(OC)c1)c1c(OC)cc(OC)c2c(-c3ccccc3)cc(=O)oc12 (stereo not given) | ? | 102.9 | -92.8 | 104.6
NNC(=O)c1ccc(COc2ccc([N+](=O)[O-])cc2)o1 | ? | 100.5 | 2.0 | 102.2
COc1ccc(/C=C/C(=O)NCC(c2ccc(F)cc2)N2CCOCC2)cc1OC (stereo not given) | ? | 102.7 | -5.8 | 102.4
C[C@]12CCC(O)CC1CCC1C2CC[C@]2(C)C(c3cc(C(F)(F)F)n[nH]3)CCC12 (stereo not given in full) | ? | 99.3 | 13.2 | 99.5
Cc1cc(C(=O)NNC(=O)c2ccc(Cl)cc2)no1 | ? | 97.3 | -10.6 | 99.2
CN(C)S(=O)(=O)c1cccc(NC(=O)CNC2CCCCC2)c1 | ? | 103.5 | 13.3 | 107.5
CC(=O)c1sc(-c2ccc(F)cc2)cc1NS(=O)(=O)c1ccc(C)cc1 | ? | 97.3 | 11.1 | 96.6
O=C(Nc1cccc([N+](=O)[O-])c1)c1ccc2ccccc2c1O | ? | 100.9 | -33.6 | 100.0
Cc1cc(C)n2c(SCC(=O)Nc3ccc(F)cc3)nnc2n1 | ? | 90.7 | -7.9 | 97.0
COc1cc(/C=N/n2c(-c3ccccc3)n[nH]c2=S)cc(OC)c1O | ? | 95.5 | -3.1 | 96.1
COc1cc(C(=O)N2CCc3ccccc32)ccc1OCc1c(C)noc1C | ? | 99.5 | -68.0 | 99.8
COC(=O)CCN(C(=O)c1ccc([N+](=O)[O-])cc1)c1ccccn1 | ? | 101.8 | -30.5 | 101.7
COc1ccc(NC(=O)c2cc(S(=O)(=O)N3CCCC3)oc2C)cc1 | ? | 102.7 | -9.6 | 104.2
Cc1ccc(S(=O)(=O)N2C(=O)/C(=C3\SC(=S)NC3=O)c3ccccc32)cc1 | ? | 106.2 | -65.5 | 105.4
CCOc1ccc2c(c1)c(N=NC(N)=S)c(O)n2C | ? | 103.6 | -21.9 | 103.6

Compound profiles (already shown). Order of screens: RGS7-Gao, RGS8-Gao, Mcl1-Bid inh, RGS4-Gao reg
Profile of Cc1ccc(S(=O)(=O)N2C(=O)/C(=C3\SC(=S)NC3=O)c3ccccc32)cc1 : ?, 106.2, -65.5, 105.4
Profile of COC(=O)CCN(C(=O)c1ccc([N+](=O)[O-])cc1)c1ccccn1 : ?, 101.8, -30.5, 101.7
Profile of NNC(=O)c1ccc(COc2ccc([N+](=O)[O-])cc2)o1 : ?, 100.5, 2.0, 102.2
Profile of O=C(O)C(Cc1c[nH]c2ccccc12)N1C(=O)c2ccccc2C1=O (stereo not given) : ?, 104.0&99.9, -98.0&-20.4, 99.4&94.4

Later entries
SMILES | RGS7-Gao | RGS8-Gao | Mcl1-Bid inh | RGS4-Gao reg
CC(=O)Nc1ccc(-c2nn[nH]n2)cc1 | ? | 92.2 | -37.0 | 90.7
CC(C)c1nn(-c2cc(C(F)(F)F)ccn2)c(=O)o1 | ? | 106.1 | -12.0 | 102.6
O=C(NCc1ccco1)c1ccc2c(c1)N(Cc1ccccc1)CCS2 | ? | 97.1 | -37.2 | 95.1
COc1ccc(C(=O)COc2ncnc3cc(Cl)ccc23)cc1 | ? | 102.6 | -9.7 | 103.8
Cc1ccc(-c2nc3c(c(=O)c4ccccc4n3C)c(=O)n2Cc2ccco2)cc1 | ? | 99.8 | -10.3 | 100.4
OCCC1CN(Cc2cc(F)ccc2-n2cccn2)CCN1C1CCCC1 (stereo not given) | ? | 104.0 | -23.6 | 104.9
O=C(N/N=C/c1ccccn1)c1cc(-c2ccc(Br)cc2)nc2ccccc12 | ? | 100.4 | -29.1 | 93.7
COC(=O)c1cc(NS(=O)(=O)c2ccc(Cl)c(N3C(=O)c4ccc(C(=O)O)cc4C3=O)c2)cc(C(=O)OC)c1 | ? | 98.1 | -23.6 | 95.2
CC(OC(=O)Cc1coc2ccc3ccccc3c12)C(=O)NC(N)=O (stereo not given) | ? | 98.2 | -26.6 | 98.8
Cc1cc(=O)[nH]c(SCC(=O)Nc2ccc(Br)cc2)n1 | ? | 93.2 | -25.5 | 95.5
O=C(Nc1ccc(Cl)cc1)Nc1nnc(/C=C/c2ccccc2)s1 | ? | 98.2 | -33.0 | 97.1
Cc1ccccc1C(=O)Nc1nc2c(C)csc2c(=O)s1 | ? | 99.1 | -51.7 | 97.5
CCNC(=S)NNC(=O)CSc1nc2ccccc2n1C | ? | 98.6 | -45.1 | 95.1
FC(F)(F)c1ccc(CN2C[C@@H]3C(c4ccccc4)C4(c5ccccc5)CC3(C4)[C@H]2c2ccccc2)cc1 (stereo not given in full) | ? | 100.2 | -41.5 | 103.5
NC(=S)N/N=C/c1c(O)ccc2ccccc12 | ? | 103.9 | -164.8 | 101.4
COC(=O)c1cc2c(s1)-c1ccc(OC)cc1CC2 | ? | 103.5 | 2.6 | 110.1
Cc1cc(=O)oc2c(C(=O)c3ccccc3)c(OCC(N)=O)ccc12 | ? | 101.3 | -15.3 | 100.7
CN(C)c1ccc(/C=C/C#N)cc1 | ? | 99.2 | -50.4 | 102.5
CCN(CC)S(=O)(=O)c1ccc2c(c1)nc(CCC(=O)O)n2C | ? | 93.3 | 4.5 | 103.0
CCNc1nc(NC(C)C)nc(N(C)C#N)n1 | ? | 98.6 | -12.5 | 99.2
CC(=O)N(CCC1(C(C)C)CCOC(C)(C)C1)C(C)c1cccs1 (stereo not given) | ? | 98.8 | -14.5 | 97.1
c1ccc(-c2nnc(-c3ccccc3)nn2)cc1 | ? | 101.3 | -3.9 | 97.9
COC(=O)c1ccc(C23CC4(C2)[C@H](CN(CC2CCCCC2)[C@@H]4c2ccccc2)C3c2ccc(C(F)(F)F)cc2)cc1 (stereo not given in full) | ? | 100.1 | -59.2 | 100.1
Cc1c(C)[n+](=O)c(-c2ccc(Br)cc2)c(C)n1[O-] | ? | 97.0 | -10.7 | 95.4
CC1CC(C)(C)OC(C[N+]2(C)CCCCC2)O1 (stereo not given) | ? | 97.4 | -28.3 | 96.2

Reprinted at random: 4 compounds from above, in no set order.
SMILES | RGS7-Gao | RGS8-Gao | Mcl1-Bid inh | RGS4-Gao reg
Cc1c(C)[n+](=O)c(-c2ccc(Br)cc2)c(C)n1[O-] | ? | 97.0 | -10.7 | 95.4
COc1cc(C(=O)N2CCc3ccccc32)ccc1OCc1c(C)noc1C | ? | 99.5 | -68.0 | 99.8
Cn1cnnc1SCC(=O)NN1C(=O)NC(C)(c2ccccc2)C1=O (stereo not given) | ? | 98.3 | -3.4 | 98.5
Cc1ccc(NC(=S)N(CCN(C)C)C(C)c2ccco2)cc1Cl (stereo not given) | ? | 101.2 | -117.0 | 95.0

Other records:
SMILES | RGS7-Gao | RGS8-Gao | Mcl1-Bid inh | RGS4-Gao reg
CC(C)c1nnc(NC(=O)COc2ccccc2[N+](=O)[O-])s1 | ? | 100.0 | -19.0 | 98.7
Cn1c(N)c(C(=O)Nc2ccc(-c3ccccc3)cc2)sc1=S | ? | 101.6 | 5.1 | 102.7
O=C1NCC(O)=C1C=Nc1ccccc1O | ? | 89.9 | -45.7 | 76.3
Cc1c(S(=O)(=O)NCCc2ccccc2)c(=O)n(C)c(=O)n1C | ? | 103.2 | -26.1 | 100.9
NS(=O)(=O)c1cccc(NC(=O)CSc2nnc(C3CC3)n2Cc2ccccc2)c1 | ? | 99.0 | -29.4 | 96.1
O=C(NCCC(=O)N1CCOCCOCCOCCOCC1)OCc1ccccc1 | ? | 101.0 | -11.8 | 102.7
Cc1ccc(-c2n[nH]c(=O)c3ccccc23)cc1S(=O)(=O)Nc1ccc(F)cc1 | ? | 99.7 | 6.9 | 97.0
O=c1c2ccccc2nc2n1CCS2(=O)=O | ? | 99.9 | -31.0 | 100.2
CCOc1ccccc1NC(=O)C1CCC(CNc2c(N3CCCCC3)c(=O)c2=O)CC1 (stereo not given) | ? | 116.6 | -27.9 | 122.7
CC(NC(=O)c1cc(COc2ccc3ncccc3c2)on1)c1ccc(F)cc1 (stereo not given) | ? | 94.0 | -28.7 | 84.1
OCCN(CCO)CC(O)COc1ccc(Br)cc1 (stereo not given) | ? | 107.7&91.6 | 2.8&-9.4 | 107.4&91.7
CC(C)[C@H](Nc1ncnc2c1oc1ccccc12)C(=O)O | ? | 96.3 | -12.6 | 93.1

Not all compounds are listed; count on the stated rates, not on these rows.
